IDE cell activ: activators of human insulin-degrading enzyme in cells | P14735 | HEK cells, FAbeta-B cleavage, fluorescence polarization; 0% vehicle, 100% cell-free pure enzyme wells | activation, % at 5.96 µM | hit rate 0.073% among 340,000 | AID 493087;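 active means activation above the mean of all tested compounds plus 3 SD, set per screening campaign, cut at about 17% in these data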
Target sequence (P14735 whole entry, looked up): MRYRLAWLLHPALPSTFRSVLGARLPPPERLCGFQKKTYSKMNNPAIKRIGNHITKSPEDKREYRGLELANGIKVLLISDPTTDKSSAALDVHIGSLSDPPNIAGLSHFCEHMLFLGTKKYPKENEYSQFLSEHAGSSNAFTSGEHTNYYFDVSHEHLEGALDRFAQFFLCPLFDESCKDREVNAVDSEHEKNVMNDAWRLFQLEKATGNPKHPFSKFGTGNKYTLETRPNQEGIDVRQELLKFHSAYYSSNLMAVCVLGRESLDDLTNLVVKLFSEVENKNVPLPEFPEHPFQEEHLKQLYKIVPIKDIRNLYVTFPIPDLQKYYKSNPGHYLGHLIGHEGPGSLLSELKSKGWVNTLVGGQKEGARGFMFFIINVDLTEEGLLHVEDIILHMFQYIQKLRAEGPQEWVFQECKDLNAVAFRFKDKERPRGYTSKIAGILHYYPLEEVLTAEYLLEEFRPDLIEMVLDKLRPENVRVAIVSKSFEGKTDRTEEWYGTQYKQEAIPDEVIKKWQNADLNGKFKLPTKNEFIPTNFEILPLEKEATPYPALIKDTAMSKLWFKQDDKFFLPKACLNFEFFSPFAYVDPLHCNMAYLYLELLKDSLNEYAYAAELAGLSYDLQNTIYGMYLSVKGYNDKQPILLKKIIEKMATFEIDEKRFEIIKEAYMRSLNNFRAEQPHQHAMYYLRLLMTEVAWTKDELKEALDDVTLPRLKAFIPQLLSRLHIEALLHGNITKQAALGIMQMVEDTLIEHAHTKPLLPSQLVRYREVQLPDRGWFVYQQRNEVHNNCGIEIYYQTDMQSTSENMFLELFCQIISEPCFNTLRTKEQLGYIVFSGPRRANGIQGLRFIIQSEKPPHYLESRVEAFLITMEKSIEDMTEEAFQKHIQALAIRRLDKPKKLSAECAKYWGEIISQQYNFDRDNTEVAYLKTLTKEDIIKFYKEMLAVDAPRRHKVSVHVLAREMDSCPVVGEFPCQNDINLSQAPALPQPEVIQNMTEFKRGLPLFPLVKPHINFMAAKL
* = called active by the depositor.

Compound,IDE cell activ
CCn1c2ccccc2c2cc(NC(=O)COC(=O)c3ccc(NC(=O)CC#N)cc3)ccc21,-2
CN1CCN(C(c2ccc(F)cc2)c2ccc3cccnc3c2O)CC1 (configuration not stated),0
O=C(COc1cccc(C(F)(F)F)c1)NCC(c1cccs1)N1CCOCC1 (configuration not stated),-3
COc1ccccc1N1CCN(C(=O)c2cccc(S(=O)(=O)N3c4ccccc4CC3C)c2)CC1 (configuration not stated),1
Cc1ccc(NC(=O)CSCC(=O)NC2=NCCS2)cc1,2
COc1ccccc1C(CNC(=O)COc1cc(C)ccc1Cl)N1CCCC1 (configuration not stated),7
COc1ccccc1CNC(=O)COC(=O)c1ccc(C)c(S(=O)(=O)N2CCOCC2)c1,4
CC(=O)NC(CC(=O)O)C(=O)O (configuration not stated),-7
COC(=O)[C@]1(C)N[C@H](CN(C)C(=O)Nc2ccccc2)[C@@H]2C(=O)N(C)C(=O)[C@@H]21,1
CCOc1ccc(CCNC(=O)COC(=O)Cc2c[nH]c3ccccc23)cc1OCC,-4
CCN(CC)S(=O)(=O)c1ccc(N2CC(C(=O)NCCC3=CCCCC3)CC2=O)cc1 (configuration not stated),0
CC(=O)Oc1cccc(/C=N\NC(=O)C(=O)N/N=C/c2cccc(OC(C)=O)c2)c1,1
CN(C)N=Nc1nc[nH]c1C(N)=O,3
CN(C(=O)CSc1nnc2n1CCCCC2)C1(C#N)CCCCC1,0
CC(C)n1nnnc1SCC(=O)c1c(N)n(C2CC2)c(=O)[nH]c1=O,1
CCC(=O)N1CCN(c2cc3c(cc2F)c(=O)c(C(=O)O)cn3CC)CC1,4
O=C(NCCc1ccccc1)c1cccc(NC(=O)C2CCC2)c1,5
O=C(CCNC(=O)c1ccccc1)Nc1ccc(S(=O)(=O)Nc2ncccn2)cc1,1
CC(C)NC(=O)N(C)C[C@H]1Oc2c(NS(=O)(=O)c3cn(C)cn3)cccc2C(=O)N([C@H](C)CO)C[C@@H]1C,-2
CC(=O)c1cccc(NC(=O)COC(=O)CCC(=O)c2ccc(F)cc2)c1,-2
CCN(CC)S(=O)(=O)c1ccc(Cl)c(NC(=O)COC(=O)c2nc3nc(C)cc(C)n3n2)c1,3
CCOc1ccccc1NC(=O)COC(=O)c1cnc(C)cn1,5
O=C(OC(c1ccccc1)c1nccc2ccccc12)c1ccccc1 (configuration not stated),5
O=C(COc1cccc(C(F)(F)F)c1)Nc1ccc(S(=O)(=O)N2CCCCC2)cc1,2
C[C@@H]1COC(=O)[C@@H](CC(=O)OC(C)(C)C)C/C=C\C[C@H](CC(=O)N(CCO)Cc2ccccc2)C(=O)N1,3
NS(=O)(=O)c1ccc(NC(=O)c2ccc(Cl)c(S(=O)(=O)NCc3ccco3)c2)cc1,-1
CCc1noc(C)c1C(=O)NCCc1ccc(Cl)cc1,3
CCCCn1nc(C(=O)N(CCOC)c2c(N)n(CCCC)c(=O)[nH]c2=O)c2ccccc2c1=O,0
Cc1sc2nc(SCC(=O)Nc3ccc(Cl)c(C(=O)O)c3)[nH]c(=O)c2c1C,0
O=C(O)c1cccc(S(=O)(=O)NCC2COc3ccccc3O2)c1 (configuration not stated),4

Shown with the structure last: part of the list above.
IDE cell activ,Molecule
-1,NS(=O)(=O)c1ccc(NC(=O)c2ccc(Cl)c(S(=O)(=O)NCc3ccco3)c2)cc1
5,O=C(OC(c1ccccc1)c1nccc2ccccc12)c1ccccc1 (configuration not stated)

Back to the main list, repeating the 2 entries before the break.
Compound,IDE cell activ
Cc1sc2nc(SCC(=O)Nc3ccc(Cl)c(C(=O)O)c3)[nH]c(=O)c2c1C,0
O=C(O)c1cccc(S(=O)(=O)NCC2COc3ccccc3O2)c1 (configuration not stated),4
COc1ccc(-c2cc(C(=O)NC(C)c3ccccn3)c3ccccc3n2)cc1OC (configuration not stated),1
CCCOc1ccc(C(=O)N(CC(C)C)c2c(N)n(Cc3ccccc3)c(=O)[nH]c2=O)cc1,2
CC1CCCN(C(=O)c2cc(-c3ccco3)nc3ccccc23)C1 (configuration not stated),-4
COc1ccc(C(CNC(=O)CCNC(=O)c2ccccc2Cl)N2CCCC2)cc1 (configuration not stated),1
CCC(=O)c1ccc(OCC(=O)NC2CCN(Cc3ccccc3)CC2)cc1,3
CN1CCN(S(=O)(=O)c2cccc(C(=O)N(C)Cc3c(F)cccc3Cl)c2)CC1,3
CCCCN1CC(COCc2ccccc2)Oc2ccccc2S1(=O)=O (configuration not stated),1
CCOc1ccc(NC(=O)COc2ccc(N3CC(C(N)=O)CC3=O)cc2)cc1 (configuration not stated),5
CC(=O)c1ccc(OCCCC(=O)NCc2nnc3ccccn23)cc1,-4
C=CCSCC1Nc2cc(Cl)c(S(N)(=O)=O)cc2S(=O)(=O)N1 (configuration not stated),0
O=C(COC(=O)Cc1n[nH]c(=O)c2ccccc12)NNC(=O)c1ccccc1,-1
COc1cc(CCCN2CCNC[C@@H]2Cc2ccccc2)cc(OC)c1OC,-3
COc1ccc(S(=O)(=O)Nc2cccc(S(=O)(=O)N3CCCC3)c2)cc1OC,4
CCOC(=O)C1CCCN(C(=O)c2cc(CN3C(=O)c4ccccc4C3=O)ccc2OC)C1 (configuration not stated),12
CC(NC(=O)c1cccs1)c1ccc(Cl)cc1 (configuration not stated),7
COCCn1c(SCC(=O)NC(=O)NC2CCCCC2)nc2ccccc2c1=O,2
Cc1ccc(C(=O)NC(C)CCc2ccccc2)cc1S(=O)(=O)N1CCOCC1 (configuration not stated),4
CCOC(=O)N1CCN(c2ccc(S(=O)(=O)N3CCOCC3)cn2)CC1,2
Cc1nc(N2CCN(S(=O)(=O)c3ccccc3C#N)CC2)c2c(-c3ccccc3)csc2n1,3
CCOC(=O)C1=C(C)c2ccccc2N(S(=O)(=O)C(F)(F)F)C1C(=O)OCC (configuration not stated),1
O=C(CN1C(=O)NC2(CCOc3ccccc32)C1=O)NCCc1ccc(F)cc1 (configuration not stated),0
CCOC(=O)N1CCN(C(=O)CN2C(=O)NC(C)(c3ccc4ccccc4c3)C2=O)CC1 (configuration not stated),3
COc1ccccc1NC(=O)COC(=O)c1ccc2ccccc2n1,3
O=C(c1cccc(S(=O)(=O)N2CCOCC2)c1)N1CCN(C/C=C/c2ccccc2)CC1,2
CCNc1nc(NCC)n2c(SCC(=O)Nc3ccc(CC)cc3)nnc2n1,2
CC(c1ccccc1)N(C)CC(=O)NC(=O)NCCC1=CCCCC1 (configuration not stated),4
Cc1cc(NC(=O)c2ccco2)sc1C,2
NC(=O)C1=C(N)c2ccccc2C1c1ccccc1 (configuration not stated),-7
Cc1cccc(NC(=O)CNC(=O)CCc2nc3sc4c(c3c(=O)[nH]2)CCCC4)c1C,0
COc1ccc([C@@H]2CC=C(C(=O)O)[C@H](c3ccc(C(C)(C)C)cc3)N2S(=O)(=O)c2ccc(C)cc2)cc1OC,3

4 of the compounds above, as labelled records:
Cc1cccc(NC(=O)CNC(=O)CCc2nc3sc4c(c3c(=O)[nH]2)CCCC4)c1C
  IDE cell activ: 0
CCOc1ccc(NC(=O)COc2ccc(N3CC(C(N)=O)CC3=O)cc2)cc1 (configuration not stated)
  IDE cell activ: 5
CC(NC(=O)c1cccs1)c1ccc(Cl)cc1 (configuration not stated)
  IDE cell activ: 7
Cc1ccc(C(=O)NC(C)CCc2ccccc2)cc1S(=O)(=O)N1CCOCC1 (configuration not stated)
  IDE cell activ: 4

Later entries:
Compound,IDE cell activ
CCN(CC(=O)Nc1c(F)cccc1F)C(=O)c1ccc(S(=O)(=O)N2CCC(C)CC2)cc1,3
CN(C(=O)c1cccc(NC(=O)Cc2cccc(NC(=O)C3CCN(C(=O)C4CCC4)CC3)c2)c1)C1CC1,7
COC(=O)c1c(NC(=O)CSc2nccn2C)sc(C)c1C,-2
CC1CCC(=NO)C(=NO)C1 (configuration not stated),2
COc1cc(N)c(Cl)cc1C(=O)OCC(=O)c1ccc2c(c1)NC(=O)CO2,2
C=CCc1ccccc1Oc1cc(OC)nc(N)n1,0
CS(=O)(=O)c1ccc(Cl)c(C(=O)OCC(=O)NC2CCCCCCC2)c1,5
COc1ccc(Cl)cc1NC(=O)CN(C)C(=O)c1ccc(COc2ccccc2)cc1,7
O=C(NNC(=O)c1ccc([N+](=O)[O-])cc1)c1ccc(NS(=O)(=O)c2cccs2)cc1,4
CCOc1ccccc1NC(=O)c1ccc(S(=O)(=O)N(C)c2ccccc2)cc1,3
CC(OC(=O)Cn1[nH]c(=O)c2ccccc2c1=O)C(=O)Nc1cccc(Cl)c1 (configuration not stated),7
Cc1ccc(C)c(NC(=O)CN(C)C(=O)c2ccc3c(=O)n4c(nc3c2)CCC4)c1,4
CCOC(=O)[C@H]1[C@H]2COc3ccc(Br)cc3[C@@H]2N2C(=O)c3c(C)cc(C)cc3NC(=O)[C@@]12C,4
Cc1ccc(S(=O)(=O)N(C)c2ccc(C(=O)N(CC(C)C)C3CCS(=O)(=O)C3)cc2)cc1 (configuration not stated),4
CC(C)(C)c1ccc2c(c1)C(c1ccc3c(c1)OCO3)CC(=O)O2 (configuration not stated),2
CC1(C)Oc2ccc3ccc(=O)oc3c2[C@H](O)[C@H]1O,-4
CC(C)Cn1c(SCC(=O)O)nnc1-c1cccc(S(=O)(=O)N2CCOCC2)c1,3
C[C@H]1CN=C(N(C)C)N1CC1CCC(C(C)(C)C)CC1 (some centres not stated),2
O=c1oc([C@@H](O)c2ccccc2)cc2ccccc12,2
COc1ccc(OC)c(NC(=O)COC(=O)CC2CCCCC2)c1,-4
CCOc1ccccc1NC1=C(OC)C(=O)C(Nc2ccccc2OCC)=C(OC)C1=O,5
COc1ccc(S(=O)(=O)Nc2cccc(-c3ccc4nncn4n3)c2)cc1,-4
CN(C)CCCNC(=O)C[C@H]1C[C@H](C(=O)N2CCOCC2)[C@@]2(CCC3CCCC3)c3[nH]c4cc(CCC(=O)N(C)C)ccc4c3CCN2C1=O,3
O=C(c1ccc(S(=O)(=O)N2CCCCC2)cc1)N1CCCC(C(F)(F)F)C1 (configuration not stated),-3
O=C(Cn1[nH]c(=O)c2ccccc2c1=O)OCC(=O)c1ccc(F)cc1,-2
CSc1ncccc1C(=O)OCC(=O)NC1CCCc2ccccc21 (configuration not stated),-16
NC(=O)c1cc([N+](=O)[O-])ccc1NCC1CCCCC1,-4
COc1ccc(NC(=O)CN(C)C(=O)c2c(-c3c(F)cccc3Cl)noc2C)cc1,3
Cc1cccc(C)c1NC(=O)CN(C)C(=O)c1ccc(-c2cccc(C(F)(F)F)c2)o1,2
OCC(O)C(O)CC1SCCS1 (configuration not stated),-6

(continued)
Compound,IDE cell activ
Cc1c(C(=O)N2CCC(C(N)=O)CC2)oc2ccc(Br)cc12,1
Cc1cc(C)n2nc(C(=O)Nc3ccc4c(c3)OCCO4)nc2n1,3
COc1cccc(NC(=O)CN(C)C(=O)CNC(=O)c2ccc3ccccc3c2)c1,3
C[C@]12CC[C@H](O)CC1=C[C@H](O)C1C2CC[C@@]2(C)C1CC[C@@]2(O)C#Cc1ccc(CN)cc1 (some centres not stated),-2
COC(=O)c1ccc(/C=C/C(=O)OCC(=O)Nc2sccc2C(N)=O)cc1,-5
COc1cccc(CN(C)C(=O)c2ccc(OCC(=O)N3CCOCC3)c(OC)c2)c1,7
COc1ccc(CCN2C(=O)C=CC2=O)cc1OC,-14

Of the compounds above, 9 have a thiophene ring, fused or not:
Compound,IDE cell activ
O=C(COc1cccc(C(F)(F)F)c1)NCC(c1cccs1)N1CCOCC1 (configuration not stated),-3
Cc1sc2nc(SCC(=O)Nc3ccc(Cl)c(C(=O)O)c3)[nH]c(=O)c2c1C,0
CC(NC(=O)c1cccs1)c1ccc(Cl)cc1 (configuration not stated),7
Cc1nc(N2CCN(S(=O)(=O)c3ccccc3C#N)CC2)c2c(-c3ccccc3)csc2n1,3
Cc1cc(NC(=O)c2ccco2)sc1C,2
Cc1cccc(NC(=O)CNC(=O)CCc2nc3sc4c(c3c(=O)[nH]2)CCCC4)c1C,0
COC(=O)c1c(NC(=O)CSc2nccn2C)sc(C)c1C,-2
O=C(NNC(=O)c1ccc([N+](=O)[O-])cc1)c1ccc(NS(=O)(=O)c2cccs2)cc1,4
COC(=O)c1ccc(/C=C/C(=O)OCC(=O)Nc2sccc2C(N)=O)cc1,-5

Some of the compounds tested, so the mix of outcomes need not match the whole.
